# Assay outcomes (PubChem BioAssay)
# EPAC1 antagonist – blocks human EPAC1 exchange factor | O95398 | EPAC1 GEF assay, Rap1b-BODIPY-GDP exchange fluorescence | Potency, µM (titrated, usually from 115 µM), for inactives: top-dose activity change, negative = inhibition, usual class: inhibitors | actives 0.14% (n = 360,000) | AID 720709;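 note: potency is the fitted concentration of half-maximal effect; plate controls were vehicle for no effect and positive control for full effect; nearly all actives have a fitted effect of over 50% in size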
# FUS suppressor – suppressors of FUS proteinopathy in yeast. S. cerevisiae FUS-expressing, growth rescue, OD600, 24 h. Potency, µM (series often up to 76.6 µM), for the others: at the highest dose growth rescue (activation), most hits filed as activators. actives 0.24% (n = 390,000). AID 1347120;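 note: potency is the fitted concentration of half-maximal effect; plate controls were DMSO vehicle for no effect and reference control for full effect; nearly all actives have a fitted effect of over 55% in size; some results filed as inactive show a strong effect at the top dose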
#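 Absorbance at 600 nm, taken 24hr after compound addition, measured rescue of FUS-yeast growth at 30C. Induction used 2% galactose with seeding at OD 0.005. Controls: CP55940 from 92uM final, DMSO only.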
# WRN helicase inh – WRN helicase (human) inhibition; Q14191; WRN helicase unwinding, fluorescent forked duplex, kinetic; Potency, µM (doses to about 114 µM), for inactives: top-dose activity change, negative = inhibition, usual class: inhibitors; actives 0.46% (n = 360,000); AID 651768; note: potency is the fitted concentration of half-maximal effect; % is set by controls: 0 for no effect and ±100 for the full control effect; nearly all actives have a fitted effect of over 55% in size
#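 WRN at 20 nM final was preincubated with compound for 15 min at room temperature; reaction started with 100 nM forked duplex oligonucleotide carrying fluorophore and quencher plus 2 mM ATP (final). Unwinding followed kinetically by red fluorescence (ex 525/em 598 nm).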
# PLK1 PBD inh – blocks phosphopeptide binding to human PLK1 polo-box domain; P53350; Plk1 PBD binding of FITC phosphopeptide, fluorescence polarization; Potency, µM, for inactives: max response, negative = inhibition, actives largely listed as inhibitors; actives 2.8% (n = 360,000); AID 720504; note: potency is the fitted concentration of half-maximal effect; series mostly up to about 57 µM; % is set by controls: 0 for no effect and ±100 for the full control effect; nearly all actives have a fitted effect of over 65% in size
# Target sequence (P53350 whole entry, looked up, the tested form may be a part): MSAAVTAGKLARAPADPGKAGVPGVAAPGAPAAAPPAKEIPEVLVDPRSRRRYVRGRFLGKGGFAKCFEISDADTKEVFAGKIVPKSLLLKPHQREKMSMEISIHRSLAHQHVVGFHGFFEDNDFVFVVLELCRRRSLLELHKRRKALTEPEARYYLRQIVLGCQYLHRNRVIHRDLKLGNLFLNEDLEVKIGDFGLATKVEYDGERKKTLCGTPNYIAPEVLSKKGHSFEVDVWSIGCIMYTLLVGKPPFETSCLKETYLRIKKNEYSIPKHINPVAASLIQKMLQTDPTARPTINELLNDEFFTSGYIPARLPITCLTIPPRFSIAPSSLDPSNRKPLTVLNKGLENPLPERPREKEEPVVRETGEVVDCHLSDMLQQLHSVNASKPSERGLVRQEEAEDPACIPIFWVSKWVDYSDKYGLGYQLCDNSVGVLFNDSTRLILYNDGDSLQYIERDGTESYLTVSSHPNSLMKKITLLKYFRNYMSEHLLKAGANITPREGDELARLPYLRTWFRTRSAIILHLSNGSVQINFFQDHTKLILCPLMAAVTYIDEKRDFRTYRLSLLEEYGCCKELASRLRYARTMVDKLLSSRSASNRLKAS
# Abeta rescue – compounds reversing amyloid beta toxicity in yeast | yeast expressing A-beta42, growth rescue, OD600, 48 h; response scale: 0% DMSO, 100% iron-clioquinol control | Potency, µM (titrated, usually from 46.1 µM), for the others: top-dose growth rescue, usual class: activators | actives 0.063% (n = 410,000) | AID 1347071; note: potency is the fitted concentration of half-maximal effect; nearly all actives have a fitted effect of over 55% in size
#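 Yeast growth medium received pinned compounds, then yeast cells expressing toxic A-beta were added; plates incubated at 30 C for 48 hr. Growth read as absorbance at 600 nm, normalized to DMSO and equimolar FeCl3 plus clioquinol controls.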
# EPAC1 agonist – activates human EPAC1 exchange factor | EPAC1 agonist qHTS, biochemical assay; response scale: 100% = response to 6.5 mM cAMP | Potency, µM (doses to about 154 µM), for the others: at the top dose activation, usual class: activators | actives 0.073% (n = 360,000) | AID 720707; note: potency is the fitted concentration of half-maximal effect; nearly all actives have a fitted effect of over 60% in size
#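 Compounds were pinned as a concentration titration into mixtures of EPAC1 (100 nM), BODIPY-GDP-loaded Rap1B (250 nM) and GDP (50 uM). After 5 min at room temperature, fluorescence was followed for 30 min; activity was scaled to 6.5 mM cAMP.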
# IL2 activator – activators of IL-2; IL-2 activation reporter assay, cell-based qHTS; stimulated with anti-CD3/CD4/CD28 beads; in transgenic mouse T cells; activation, % (series mostly up to about 46 µM); actives 0.065% (n = 360,000); AID 652025; in the data active = activation above about 50%; inconclusive = mostly about 30% to 49%; note: 0% is about no effect
#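 Quantitative HTS in unstimulated transgenic mouse T cells, with memory T cells as non-tolerant control and PMA/ionomycin as tolerance-bypass control. Compound pretreatment lasted 60 minutes before 18 h bead stimulation; EGFP/DsRed fluorescence read.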
# aSyn yeast inh – alpha-synuclein toxicity inhibition in yeast | Yeast expressing alpha-synuclein, growth rescue, BacTiter-Glo, 24 h | Potency, µM (highest dose often 46.1 µM), inactives show top-dose growth rescue (activation), most hits filed as activators | actives 0.14% (n = 370,000) | AID 652106; note: potency is the fitted concentration of half-maximal effect; % of control where 0% means no effect; nearly all actives have a fitted effect of over 65% in size
#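 Rescue of yeast growth: cells expressing toxic alpha-synuclein, induced in galactose at OD600 0.02, incubated with compound 24 h at 30 C. ATP luminescence quantified growth; inhibitors of toxicity appear as activators.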
# PI5P4K alpha inh – PI5P4K alpha (human) kinase inhibition; P48426; PI5P4Kalpha enzyme, ADP-Glo luminescence, 60 min; hits give low values; max response, %; actives 1.2% (n = 330,000); active = max response of -50% or lower; inconclusive = between -30% and -50%; inactive = -30% or higher; note: value at the top dose of about 77 µM; % is set by controls: 0 for no effect and ±100 for the full control effect
# Target sequence (P48426 whole entry, looked up): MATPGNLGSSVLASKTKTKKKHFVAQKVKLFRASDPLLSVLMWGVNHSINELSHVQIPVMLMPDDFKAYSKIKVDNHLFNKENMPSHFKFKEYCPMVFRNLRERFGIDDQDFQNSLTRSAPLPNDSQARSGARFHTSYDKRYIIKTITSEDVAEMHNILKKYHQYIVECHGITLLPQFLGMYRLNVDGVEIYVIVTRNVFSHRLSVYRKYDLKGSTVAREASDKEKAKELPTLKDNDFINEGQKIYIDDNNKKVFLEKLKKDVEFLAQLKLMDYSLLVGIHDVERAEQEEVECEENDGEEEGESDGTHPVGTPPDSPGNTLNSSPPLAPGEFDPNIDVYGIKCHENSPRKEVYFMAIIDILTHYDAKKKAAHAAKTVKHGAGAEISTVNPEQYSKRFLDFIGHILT
#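 ADP-Glo luminescence end-point read after a 60 min room-temperature kinase reaction of PI5P4Kalpha plus substrate, initiated with ATP at 5 microM final. Buffer: 0.038 M HEPES pH 7.4, EGTA, 0.1% CHAPS, 5% DMSO.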
# * marks the source's active call; other numbers are inactive results; u = inconclusive; x = not tested or not shown; [ ] = another dose, or the depositor's remark. Unless noted, calls come from the whole dose curve; as a rule, active = well fitted curve in the direction sought with a large enough effect; inconclusive = small, poorly fitted or top-dose-only effect, or another doubt; inactive = no such curve, though single readings can be large; an effect the other way counts as inactive or inconclusive.
1: O=S(=O)(c1ccc(F)cc1)c1nc(-c2ccco2)oc1NCCCn1ccnc1
2: Cc1ccc(CN2CC(N3CCN(CC4CC4)CC3)CS2(=O)=O)cc1 (stereo unspecified)
3: COc1ccc(/C=N/NC(=O)c2ccc(Br)cc2)cc1Cn1cc(Cl)cn1
4: Cc1cc(C)cc(NC(=O)CSc2nnc(-c3cc(C)[nH]n3)n2N)c1
5: C=C(C)C1CC=C(C)/C(=N/NC(=O)c2ccoc2C)C1 (stereo unspecified)
6: CCOc1ccc(NC(=S)Nc2ccc(OC)cc2)cc1
Compound	1	2	3	4	5	6
EPAC1 antagonist	5%	14%	-22%	-1%	-7%	-2%
FUS suppressor	7%	-29%	26%	-4%	-11%	4%
WRN helicase inh	-1%	6%	u	3%	-1%	-15%
PLK1 PBD inh	0%	-7%	0%	-11%	-4%	-8%
Abeta rescue	3%	-3%	-8%	9%	-11%	23%
EPAC1 agonist	6%	15%	-11%	-7%	-4%	-1%
IL2 activator	-1.4	-0.4	-3.7	-2.4	-0.5	0.7
aSyn yeast inh	4%	2%	-8%	0%	-8%	13%
PI5P4K alpha inh	1	1	0	-7	3	0

7: Cc1ccc2nc(/C=C/c3cccc(F)c3)ccc2c1
8: O=C(NCC(=O)N1CC(O)CC1C(=O)N1CC(O)CC1C(=O)OCc1ccccc1)OCc1ccccc1 (stereo unspecified)
9: O=C(N/N=C/C=C\c1ccccc1[N+](=O)[O-])c1ccccn1
10: C[C@@H]1CN([C@@H](C)CO)C(=O)CCCn2nncc2CO[C@@H]1CN(C)C(=O)c1cc(-c2ccccc2)on1
11: Cc1ccc(S(=O)(=O)N2CCN(c3ncccn3)CC2)c(C)c1
12: CCC(C)(C(=O)NC1CCCCC1)N(CC1CCCO1)C(=O)Cc1cccs1 (stereo unspecified)
Compound	7	8	9	10	11	12
EPAC1 antagonist	-1%	4%	-5%	9%	-2%	5%
FUS suppressor	0%	-30%	6%	3%	9%	-3%
WRN helicase inh	-3%	1%	-3%	4%	-2%	4%
PLK1 PBD inh	0%	-6%	-6%	u	0%	-11%
Abeta rescue	-9%	14%	-24%	-4%	31%	-10%
EPAC1 agonist	4%	13%	-2%	14%	13%	0%
IL2 activator	0.6	0.1	-1.2	2.0	1.0	-0.9
aSyn yeast inh	-2%	3%	0%	-6%	1%	-1%
PI5P4K alpha inh	21	0	-10	3	12	-3

13: COc1ccc2[nH]c(C(O)(Cc3cccnc3)Cc3cccnc3)cc2c1
14: O=C1OCCC1Sc1nnc(-c2cccnc2)n1-c1ccccc1F (stereo unspecified)
15: CCn1c(CCC(=O)O)nc2cc(S(=O)(=O)N(C)C)ccc21
16: O=S(=O)(c1cc(Cl)ccc1Br)N1CCCCC1
17: COc1cccc(NC(=O)CC(c2ccc(OC(C)C)cc2)c2ccccc2OC)c1 (stereo unspecified)
18: COc1ccc(C2C(C#N)=C(N)N(c3ncn[nH]3)C3=C2C(=O)CCC3)cc1 (stereo unspecified)
Compound	13	14	15	16	17	18
EPAC1 antagonist	4%	1%	-7%	11%	2%	-11%
FUS suppressor	-3%	1%	21%	8%	3%	-8%
WRN helicase inh	-18%[57.1 µM]	-2%	10%	2%	14%	-5%[57.1 µM]
PLK1 PBD inh	2%	-12%	-4%	1%	-7%	27µM*
Abeta rescue	16%	-6%	-7%	2%	-6%	-9%
EPAC1 agonist	8%	3%	-2%	3%	-13%	4%
IL2 activator	0.4	-0.5	-0.4	2.3	-0.6	2.0
aSyn yeast inh	2%	-1%	-1%	6%	-3%	3%
PI5P4K alpha inh	-6	4	0	x	21	6

# Structural class: the compounds so far with a furan ring, fused or not.
1: O=S(=O)(c1ccc(F)cc1)c1nc(-c2ccco2)oc1NCCCn1ccnc1
5: C=C(C)C1CC=C(C)/C(=N/NC(=O)c2ccoc2C)C1 (stereo unspecified)
Compound	1	5
EPAC1 antagonist	5%	-7%
FUS suppressor	7%	-11%
WRN helicase inh	-1%	-1%
PLK1 PBD inh	0%	-4%
Abeta rescue	3%	-11%
EPAC1 agonist	6%	-4%
IL2 activator	-1.4	-0.5
aSyn yeast inh	4%	-8%
PI5P4K alpha inh	1	3

# Carrying on.
19: CC(C)c1ccc(-c2nnn(CC(=O)N3CCCCC3)n2)cc1
20: O=C1OCCN1C(=O)[C@H]1[C@H](c2ccc([N+](=O)[O-])cc2)C(c2ccc(F)cc2)=NN1c1ccccc1
21: O=C(Nc1ccc(F)cc1)C1CCCN(S(=O)(=O)c2ccc3[nH]c(=O)ccc3c2)C1 (stereo unspecified)
22: COC(=O)Cc1cc(OC)c(OC)cc1S(=O)(=O)N(C)C
23: COc1cc(C2C(C#N)=C(C)NC3=C2C(=O)c2ccccc23)cc(OC)c1OC (stereo unspecified)
24: CN1CCCCc2c1nc1ccccc1c2N (tested in a mixture with another compound)
Compound	19	20	21	22	23	24
EPAC1 antagonist	-10%	0%	-4%	-21%	1%	9%
FUS suppressor	-8%	u	-3%	-4%	-6%	21%
WRN helicase inh	3%	-9%	7%	-2%	-13%	8%
PLK1 PBD inh	-6%	-13%	1%	-8%	-4%	-4%
Abeta rescue	-10%	0%	-4%	4%	9%	-1%
EPAC1 agonist	0%	14%	1%	2%	3%	3%
IL2 activator	0.2	1.0	-0.9	-1.6	-0.6	-1.1
aSyn yeast inh	3%	5%	2%	4%	2%	7%
PI5P4K alpha inh	0	11	1	2	x	x

25: O=C(Cn1c(NCCO)nc2ccccc21)c1ccco1
26: O=C(CSc1nc2c(c(=O)n1-c1ccc(Br)cc1)SCC2)Nc1nccs1
27: Cn1nc(C(=O)NCCc2ccc(Cl)cc2)c2c1-c1ccccc1S(=O)(=O)C2
28: O=S(=O)(NC1CCCCC1N1CCCCC1)c1ccccc1 (stereo unspecified)
29: CCCCCCc1ccc(N2C[C@H](Cc3ccccc3)[C@@H](CC(=O)Nc3ccccc3)C2=O)cc1
30: Cc1cc(C)c(C)c(S(=O)(=O)Nc2ccccc2C(=O)NCCCN2CCOCC2)c1C
Compound	25	26	27	28	29	30
EPAC1 antagonist	2%	10%	5%	-15%	-11%	-9%
FUS suppressor	0%	19%	8%	-14%	-16%	5%
WRN helicase inh	2%[57.1 µM]	-1%	-1%	-13%	-2%	1%
PLK1 PBD inh	-9%	-4%	-12%	6%	-12%	-3%
Abeta rescue	3%	10%	3%	8%	3%	7%
EPAC1 agonist	13%	4%	-2%	9%	1%	-2%
IL2 activator	-0.9	-0.4	-4.4	-1.5	0.3	-0.6
aSyn yeast inh	-3%	-9%	13%	3%	4%	3%
PI5P4K alpha inh	x	1	3	20	10	7

31: CCC1CCCCN1C(=O)Cn1c(C(=O)OC)cc2ccsc21 (stereo unspecified)
32: O=C(NC1=NCCS1)[C@H](Cc1ccccc1)N1C(=O)c2ccccc2C1=O
33: COc1ccc(NC(=O)CN(C)C(=O)Cc2ccc3c(c2)OCCO3)cc1
34: CN(CC(=O)Nc1cccc(F)c1)CC(=O)Nc1ccccc1-c1ccccc1
35: NS(=O)(=O)c1ccc(NC(NC(=O)c2cccnc2)C(Cl)(Cl)Cl)cc1 (stereo unspecified)
36: Cc1cc(C)c2c(CN3CCCCC3C)cc(=O)oc2c1 (stereo unspecified)
Compound	31	32	33	34	35	36
EPAC1 antagonist	5%	-3%	u	-9%	1%	-14%
FUS suppressor	19%	7%	12%	13%	-11%	13%
WRN helicase inh	2%	2%	-9%	8%	8%	-2%
PLK1 PBD inh	-7%	-6%	-5%	-1%	-4%	-5%
Abeta rescue	0%	9%	-10%	10%	12%	4%
EPAC1 agonist	4%	4%	2%	-8%	3%	-2%
IL2 activator	-1.4	2.8	-4.0	1.1	1.2	0.5
aSyn yeast inh	0%	-1%	-5%	4%	5%	5%
PI5P4K alpha inh	x	-3	6	-4	0	3

37: CCOC(=O)c1ccc(S(=O)(=O)N2CCN(CCC#N)CC2)cc1
38: CCSC1=NCCN1C(=O)c1ccc(S(=O)(=O)N(CC)CC)cc1
39: COc1cc(NS(=O)(=O)c2ccc3[nH]c(=O)oc3c2)cc(OC)c1
40: COCCn1c(C)cc(/C=C2/SC(=O)N(CC(=O)N3CCCC3)C2=O)c1C
41: Cc1ccc(S(=O)(=O)N2CCN(C(=O)C3CSC4(C)CCC(=O)N34)CC2)cc1C (stereo unspecified)
42: CCOC(=O)c1sc(=NC(=O)c2ccc(Cl)s2)n(C)c1C
Compound	37	38	39	40	41	42
EPAC1 antagonist	-11%	-22%	4%	12%	22%	3%
FUS suppressor	13%	19%	11%	6%	1%	-9%
WRN helicase inh	2%	7%	9%	-7%	20%	6%
PLK1 PBD inh	-6%	-9%	-14%	1%	1%	-14%
Abeta rescue	13%	0%	1%	-4%	-18%	18%
EPAC1 agonist	-2%	8%	-4%	-5%	-3%	-1%
IL2 activator	-1.7	-3.1	-0.4	0.4	-3.5	0.9
aSyn yeast inh	-8%	1%	-3%	2%	-2%	0%
PI5P4K alpha inh	-1	2	-5	-9	1	-2

43: COc1ccc(-n2nnnc2SCC(=O)NC2CCCC2)cc1OC
44: CCN(CC(=O)NCc1cccs1)C(=O)COc1ccc(C(C)=O)cc1
45: NNc1nc2sc3c(c2c(=O)n1Cc1ccccc1)CCC3
46: O=C(CSc1nc(-c2ccccc2)c(-c2ccccc2)o1)Nc1nnc(-c2ccccc2)s1
47: O=C(NCc1ccccn1)c1cccc(NS(=O)(=O)c2ccccc2)c1
Compound	43	44	45	46	47
EPAC1 antagonist	14%	9%	-19%	5%	-8%
FUS suppressor	12%	-6%	28%	x	-5%
WRN helicase inh	13%	2%	-15%[11.6 µM]	-2%	-3%
PLK1 PBD inh	-3%	-10%	-10%	-4%	-6%
Abeta rescue	0%	3%	5%	-3%	3%
EPAC1 agonist	0%	6%	7%	3%	-1%
IL2 activator	-0.3	0.2	-4.1	1.1	-4.3
aSyn yeast inh	-1%	5%	3%	14%	0%
PI5P4K alpha inh	-7	-1	-74*	11	6
